Source: PubChem BioAssay
ABCB1 block = ABCB1 efflux pump inhibitors, primary screen, cell-based, multiplex, flow cytometry, ABCG2 counter-screen; ATP-dependent translocase ABCB1 (Homo sapiens), P08183; CCRF-Adr cells, JC-1 efflux; inhibition, % at 6.6 µM; 0.067% of 190,000 active; in the data active = inhibition above about 40%;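 also: 0% = vehicle and 100% = reference inhibitor; higher value means more JC-1 retained so stronger ABCB1 efflux block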
RGS7-Gao = RGS7-Galphao binding modulators, primary screen, biochemical, multiplexed bead flow cytometry; AID 1439, 2008; Guanine nucleotide-binding protein G(o) subunit alpha (Homo sapiens), P09471; actives lie on both sides; 0.35% of 220,000 active; binding response (% of control), % at 10 µM; in the data active = binding response below about 49% or above about 150%; inconclusive = no clear call, values can overlap the other calls; inactive = in between;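 also: fluorescent Galphao held in activated GDP-AlF4 state binding bead-coupled RGS7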
Target sequence (P09471 whole entry, looked up): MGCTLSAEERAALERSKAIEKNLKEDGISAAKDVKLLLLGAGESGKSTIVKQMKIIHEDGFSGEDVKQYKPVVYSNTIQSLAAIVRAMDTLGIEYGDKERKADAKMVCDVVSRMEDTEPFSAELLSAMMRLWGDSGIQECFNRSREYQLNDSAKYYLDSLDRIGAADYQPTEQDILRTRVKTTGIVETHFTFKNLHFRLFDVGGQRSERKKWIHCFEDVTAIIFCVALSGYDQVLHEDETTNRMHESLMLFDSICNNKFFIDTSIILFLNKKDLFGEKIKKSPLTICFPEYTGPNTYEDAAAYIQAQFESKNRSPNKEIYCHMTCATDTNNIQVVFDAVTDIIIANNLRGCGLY
Bfl-1 Bim block = inhibitors of Bim binding to Bfl-1, primary screen, biochemical, multiplexed, bead-based flow cytometry; 0.12% of 190,000 active; AID 1008, 2008; Bim-Bfl-1 binding inhibition; Bcl-2-related protein A1 (Homo sapiens), Q16548; inhibition, % at 10 µM;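 also: 0% = wells without compound plus tracer and 100% = blocker peptide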
ABCG2 inh = ABCG2 efflux pump inhibitors, primary screen, multiplex with ABCB1, IgMXP3 cells, flow cytometry; JC-1 efflux; AID 1325, 2008; inhibition, % at 6.6 µM; Broad substrate specificity ATP-binding cassette transporter ABCG2 (Homo sapiens), Q9UNQ0; 0.1% of 190,000 active;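 active = inhibition above 80%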;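 also: 0% = DMSO and 100% = nicardipine control wells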
Target sequence (Q9UNQ0 whole entry, looked up): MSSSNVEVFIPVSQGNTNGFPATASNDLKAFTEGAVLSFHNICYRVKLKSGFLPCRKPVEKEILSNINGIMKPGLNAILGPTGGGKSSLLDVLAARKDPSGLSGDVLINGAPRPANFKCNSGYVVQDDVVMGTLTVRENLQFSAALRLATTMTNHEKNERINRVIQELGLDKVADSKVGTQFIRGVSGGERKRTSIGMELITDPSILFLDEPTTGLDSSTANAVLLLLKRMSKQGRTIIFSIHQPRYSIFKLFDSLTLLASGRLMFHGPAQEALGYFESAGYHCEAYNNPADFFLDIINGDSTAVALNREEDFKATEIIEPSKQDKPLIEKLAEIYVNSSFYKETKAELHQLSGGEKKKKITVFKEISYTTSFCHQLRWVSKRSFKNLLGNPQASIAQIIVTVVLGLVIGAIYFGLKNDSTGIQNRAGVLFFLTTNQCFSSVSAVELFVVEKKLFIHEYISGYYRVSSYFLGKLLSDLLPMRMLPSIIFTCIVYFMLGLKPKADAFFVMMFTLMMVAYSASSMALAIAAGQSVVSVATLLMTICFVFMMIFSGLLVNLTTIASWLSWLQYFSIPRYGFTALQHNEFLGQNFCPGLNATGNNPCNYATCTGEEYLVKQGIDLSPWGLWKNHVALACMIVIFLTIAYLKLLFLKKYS
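Test system: ABCG2 IgMXP3 and barcoded ABCB1 CCRF-Adr cell mix; Schedule: cells with compound and JC-1, 10 min at 25 °C, rotating, no wash; Technique: flow cytometry of retained JC-1 fluorescence; Measure: % inhibition of efflux relative to nicardipine and DMSO; Controls: nicardipine high and DMSO low controls.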
Bim-Bcl-B = inhibitors of Bim-Bcl-B binding, primary screen, biochemical, multiplexed, human Bcl-2 family; bead-based flow cytometry, Bim peptide-Bcl-B binding; 0.073% of 190,000 active; Bcl-2-like protein 10 (Homo sapiens), Q9HD36; inhibition, % at 10 µM; AID 951, 2007;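 also: 0% = tracer peptide without compound and 100% = reference inhibitor peptide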
RGS4-Gao reg = modulators of RGS4 binding to Galphao, primary screen, biochemical, multiplexed bead flow cytometry | 0.33% of 220,000 active | actives lie on both sides | AID 1415, 2008 | Guanine nucleotide-binding protein G(o) subunit alpha (Homo sapiens), P09471 | binding response (% of control), % at 10 µM; in the data active = binding response below about 49% or above about 150%; inactive = in between;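 also: fluorescent Galphao activated with aluminum fluoride binding bead-coupled RGS4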
GSH bead fluor = compound fluorescence on glutathione beads, profiling panel, artefact control, biophysical, 488/530 nm, flow cytometry | GSH beads flow cytometry, compound fluorescence 488/530 nm; stronger effect = higher value | fluorescence (KMESF) at 10 µM | 0.25% of 190,000 active | AID 1776, 2009; in the data active = fluorescence above about 89;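 also: glutathione beads carrying GST-tagged Bcl family fusion proteins plus one bare bead set; values are compound well signal with DMSO vehicle wells as background; inactives centre near 16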
Bcl-2 Bim block = inhibitors of Bim-Bcl-2 binding, primary screen, biochemical, multiplexed, human Bcl-2 family; Bead-based flow cytometry, Bim peptide-Bcl-2 binding; inhibition, % at 10 µM; 0.06% of 190,000 active; AID 950, 2007; in the data active = inhibition above about 40%; inconclusive = no clear call, values can overlap the other calls;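 also: 0% = no compound wells with probe peptide and 100% = reference peptide inhibitor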
Bcl-XL Bim block = inhibitors of Bim-Bcl-XL binding, primary screen, biochemical, multiplexed, bead flow cytometry, human Bcl-XL. 0.04% of 190,000 active. inhibition, % at 10 µM. Bim peptide-Bcl-XL binding, fluorescence
Avidin fluor = green autofluorescence of compounds with avidin beads – biophysical, 488/530 nm, flow cytometry, artefact control, profiling panel; compound fluorescence 488/530 nm; stronger effect = higher value; fluorescence (KMESF) at 10 µM; 0.38% of 220,000 active; AID 1775, 2009; in the data active = fluorescence above about 47; also: inactives centre near 10
Bim-Bcl-W = inhibitors of Bim binding to Bcl-W, primary screen, biochemical, multiplexed, bead-based flow cytometry | inhibition, % at 10 µM | Bcl-2-like protein 2 (Homo sapiens), Q92843 | Bim peptide-Bcl-W binding | 0.02% of 190,000 active;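 also: 0% = bound tracer without compound and 100% = peptide blocker; higher means less fluorescent Bim peptide bound to Bcl-W beads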
The depositor's hits bear a star; ? = inconclusive; nt = no result given. Rule as the data show it, unless noted: active = inhibition above about 40%. This is a random part of the collection (roughly 1.3% active in at least one column).

SMILES	ABCB1 block	RGS7-Gao	Bfl-1 Bim block	ABCG2 inh	Bim-Bcl-B	RGS4-Gao reg	GSH bead fluor	Bcl-2 Bim block	Bcl-XL Bim block	Avidin fluor	Bim-Bcl-W
O=P(O)(CP(=O)(c1ccccc1)c1ccccc1)c1ccccc1	-0.1	99	-8	0	-1	99	6	-5	-3	6	4
Cc1ccc(NC(=S)N(CCCN2CCOCC2)Cc2ccco2)cc1	0.0	?	-1	1	-21	100	14	0	-3	11	1
CSc1nc2sc3c(c2c2nncn12)CCC3	0.2	98	2	1	7	102	21	5	7	11	11
O=C(N/N=C1\CCCc2oc(C(=O)O)cc21)c1ccccc1	0.1	110	-6	5	-1	111	11	-1	0	13	0
CC(=O)NCCn1c(SCC(=O)c2ccc(Cl)cc2)nc2ccccc2c1=O	0.4	106	-1	2	-2	108	13	-2	-1	34	-3
CN(C)CCNC(=O)Nc1cccc(Cl)c1Cl	0.5	nt	0	1	-2	nt	20	-9	-5	nt	-3
COc1ccc(NC(=O)c2ccccc2[N+](=O)[O-])cc1OC	-0.3	102	0	23	-5	104	4	1	-2	14	0
CCOc1ccc(NS(=O)(=O)c2cc(Cl)ccc2OC)cc1	0.3	103	-17	2	-9	100	29	-13	-21	12	-2
O=C(CCc1ccccc1)Nc1ccc(NC(=O)C2CCCCC2)nc1	0.3	105	-6	14	0	103	12	0	-1	11	0
COc1cc(C2c3c(-c4cc(Cl)c(C)cc4O)n[nH]c3C(=O)N2Cc2cccnc2)ccc1O (stereo unspecified)	0.1	96	1	1	3	103	6	3	-1	18	-1
CCNc1nc(NCC)nc(Oc2ccc(OCC)nn2)n1	0.0	98	0	0	-1	99	9	4	1	13	1
Cc1cc(NC(=O)CCC(=O)N(c2cccc(F)c2)C(C(=O)NC2CCCC2)c2ccncc2)no1 (stereo unspecified)	0.1	110	-11	0	-7	111	36	-8	-4	5	0
CO/N=C/Cc1c([N+](=O)[O-])c(C)nn1C	0.4	?	0	2	3	104	18	0	0	9	2
Brc1nc(Br)n(Cc2ccccc2)n1	-0.2	103	-5	0	0	102	14	-2	0	7	0
COc1ccccc1C1(O)CCN(CC(=O)Nc2c(C)nn(C)c2C)CC1	1.8	134	0	0	2	138	51	-1	3	7	0
COc1ccc(C(=O)Oc2ccc(C(=S)N3CCCC3)cc2)cc1OC	1.0	103	-1	17	-10	100	4	0	-7	11	-4
Cc1ccc(S(=O)(=O)NCC(=O)OCC(=O)NCc2ccc(F)cc2)cc1	0.9	100	3	10	0	105	12	0	-1	14	-4
CN(C)/C=C(/C(=O)c1ccc(Cl)cc1)S(=O)(=O)c1ccc(Cl)cc1	0.9	132	-4	3	-2	138	54	-4	-3	29	-2
CC1=CC(C)[C@H](/C=N/n2c(=O)[nH]c3c([nH]c4ccc(C)cc43)c2=O)C(C)C1 (stereo partly specified)	0.7	102	1	14	0	98	12	2	0	8	4
CCOC(=O)N1CCC(c2cc(=O)n3[nH]cc(C(=O)OC)c3n2)CC1	0.6	99	-1	3	-1	101	18	-1	0	6	-4
O=C(COC(=O)c1cc([N+](=O)[O-])ccc1NCCO)c1ccc(Cl)cc1	0.6	102	-1	22	0	101	11	0	1	12	0
COc1ccc(CNC(=O)CCCCCNc2nc(=S)[nH]c3ccccc23)cc1	-2.0	100	-3	8	-11	103	10	-2	1	10	0
CSCCC(NS(=O)(=O)/C=C/c1ccccc1)C(=O)O (stereo unspecified)	-0.1	103	-5	-2	-1	98	12	-2	-4	23	0
CC(=O)c1cccc(N(C(=O)c2ccccn2)C(C(=O)NC2CCCCC2)c2cccs2)c1 (stereo unspecified)	0.3	103	-17	0	-12	103	26	-9	-3	13	-4
CC1CCCN(c2nc3ccccc3nc2C(C#N)S(=O)(=O)c2ccccc2)C1 (stereo unspecified)	-0.4	97	-3	-1	-5	101	24	0	-5	13	-2
COC(=O)CC(NC(=O)Nc1ccc(C)cc1)c1cccc([N+](=O)[O-])c1 (stereo unspecified)	0.3	4.0*	-2	1	-4	28*	11	-2	-3	1	-1
COc1ccc(Cn2nnnc2C(C(C)C)N(Cc2ccco2)Cc2cccs2)cc1 (stereo unspecified)	1.3	100	-8	3	-11	103	10	-7	-3	10	3
CCCCN(Cc1ccccc1)C(=O)C1CCCN(S(=O)(=O)c2cnc[nH]2)C1 (stereo unspecified)	-2.1	97	-8	0	-4	96	25	-7	-3	7	0
CN(CC(=O)NC(=O)NCc1ccco1)Cc1nc2ccccc2c(=O)[nH]1	0.7	91	-10	4	-4	96	25	-3	-3	12	0
Cc1c(NC(=O)CSc2nccn2C)c(=O)n(-c2ccccc2)n1C	0.4	105	-13	1	-8	103	15	-1	-2	5	2
CCOC(=O)C1=C(CC)Nc2ccccc2N=C1NC(=O)c1ccc(S(=O)(=O)N2CCOCC2)cc1	-0.3	97	57*	0	75*	102	10	78*	4	9	0
Cc1cccc(NC(=S)NNC(=O)Cc2ccccc2)c1	-0.1	102	-7	-3	-18	96	15	-10	-7	6	-5
Cc1ccc(C)c(OC(=O)c2cncc(Br)c2)c1	0.1	102	-1	2	3	102	7	-3	0	5	0
CCCCN(C(=O)/C=C/c1ccco1)c1c(N)n(CCC)c(=O)[nH]c1=O	0.0	?	-3	0	-2	101	10	-2	0	13	-1
CCc1nnc(NS(=O)(=O)c2ccc(N=Cc3c(C)[nH]n(-c4ccc(C)cc4)c3=O)cc2)s1	-0.8	102	0	-2	1	99	6	0	0	9	2
CCOc1cc(NC(=S)NCc2ccco2)c(OCC)cc1NC(=O)CC	0.5	98	-13	7	-11	99	14	-11	-10	16	-7
Cc1ccccc1Cn1cc(NC(=O)c2nn(C)cc2Cl)cn1	0.2	98	-1	4	-7	94	10	0	-3	2	0
CC(=O)NCCNC(=O)c1ccc(-n2c(C)ccc2C)cc1	0.1	?	3	1	5	102	24	2	0	14	4
CCn1nc(C)c(/C=N/NC(=S)Nc2ccc(Cl)cc2Cl)c1C	0.1	104	0	9	-11	100	24	-2	-5	5	-4
Oc1ccccc1N1CCN(C(=S)NCc2ccccc2)CC1	0.5	105	6	3	-8	101	20	2	0	11	4
O=C(CCCOc1ccc(Cl)cc1)Nc1cccc(C(=O)O)c1	-0.7	93	-7	0	-4	95	10	-7	-2	8	0
Cc1ccc(-c2nc(Cl)nc3ccccc23)cc1	0.8	92	-2	16	0	95	10	-1	0	12	1
Cc1ccc(SCC(=O)Nc2ccc(N3CCOCC3)cc2)cc1	0.3	?	-3	4	-8	103	19	-3	-3	10	-1
c1cncc(Nc2nc(-c3ccncc3)cs2)c1	-0.3	106	-11	11	-6	107	43	-8	-3	4	4
CC1=C(C(=O)c2ccccc2)C(c2ccc(OC(F)F)cc2)NC(=S)N1 (stereo unspecified)	-1.5	101	2	-2	-13	99	14	1	0	15	-5
CC(=O)c1c(NCCc2ccccc2)cc(C)oc1=O	0.4	99	0	1	0	100	16	0	0	40	0
CCOc1ccc(C(=O)/C=C/c2ccc(SC)cc2)cc1	0.4	100	0	2	-3	100	22	0	-3	33	-1
O=C(CSc1ccccc1)Nc1nnc(COc2ccc(Cl)cc2)s1	0.3	128	22	1	-34	98	25	-1	-6	8	-2
CCc1ccc(C2=NN(CCC(=O)NC(C)CCc3ccccc3)C(=O)CC2)cc1 (stereo unspecified)	0.5	103	-3	5	-7	101	15	-2	0	10	0
O=C(NC(=O)c1cccc(OC(F)(F)C(F)F)c1)OC1CCS(=O)(=O)C1 (stereo unspecified)	0.8	104	-4	6	-4	100	14	-5	-3	14	-4

(continued)
SMILES	ABCB1 block	RGS7-Gao	Bfl-1 Bim block	ABCG2 inh	Bim-Bcl-B	RGS4-Gao reg	GSH bead fluor	Bcl-2 Bim block	Bcl-XL Bim block	Avidin fluor	Bim-Bcl-W
O=C(CCN1C(=O)C2C3C=CC(C3)C2C1=O)NCCc1ccccc1Cl (stereo unspecified)	0.2	95	-3	1	0	95	29	0	-1	8	2
Cc1nc(C)c(C(=O)NNS(=O)(=O)c2ccc3ccccc3c2)s1	0.7	100	-2	5	-3	103	5	0	-7	4	-2
CCC1(C)Cc2ccccc2-c2nc3n(c(=O)c21)CCCCC3 (stereo unspecified)	1.4	98	-13	9	-6	101	35	-10	-5	12	-3
Cc1ccc(C)c(NC(=O)Cc2nc(CCl)cs2)c1	8.3	103	-1	19	-5	101	30	-3	-6	12	-7
Cc1ccc(Nc2ccccc2N)cc1	0.0	104	9	2	1	102	15	5	0	8	2
COC(=O)c1ccc(OCC(O)CN(CC(C)C)CC(C)C)cc1 (stereo unspecified)	0.2	110	-3	0	-2	116	28	1	-11	6	-4
CCn1c(SCC(N)=O)nc2cc(S(=O)(=O)N3CCOCC3)ccc21	0.0	107	-1	1	0	101	12	1	0	13	0
O=C(Nc1ccc(Br)cc1)C1CCCN1S(=O)(=O)c1cccs1 (stereo unspecified)	0.2	100	0	2	1	100	8	1	-1	13	0
CCOc1ccccc1NC(=O)C(=O)/C=C(\O)c1cc(OC)ccc1OC	0.1	98	0	8	-4	97	24	-2	-5	29	-1
Cc1ccccc1Cn1c(=O)n(CCCC(=O)NCc2ccco2)c(=O)c2sccc21	1.7	91	-13	18	-8	93	37	-4	-2	18	0
Cc1ccccc1-c1ccc(Nc2ccc(C(=O)N3CCOCC3)cc2)nn1	0.5	102	-11	3	-4	102	16	-10	-3	7	0
CC(CCc1ccc(O)cc1)NC1C2CC3CC(C2)CC1C3 (stereo unspecified)	0.1	105	5	2	1	105	11	-3	-2	11	0
Cc1ccc2c(=O)cc(C(F)F)oc2c1	0.0	98	-8	1	-9	101	50	-10	0	7	5
COC(=O)c1ccc(Cc2ccc(C(=O)OC)o2)o1	1.2	113	4	4	2	118	9	1	2	6	5

Taken from above for reference:
SMILES	ABCB1 block	RGS7-Gao	Bfl-1 Bim block	ABCG2 inh	Bim-Bcl-B	RGS4-Gao reg	GSH bead fluor	Bcl-2 Bim block	Bcl-XL Bim block	Avidin fluor	Bim-Bcl-W
Cc1ccccc1Cn1c(=O)n(CCCC(=O)NCc2ccco2)c(=O)c2sccc21	1.7	91	-13	18	-8	93	37	-4	-2	18	0
Cc1ccccc1-c1ccc(Nc2ccc(C(=O)N3CCOCC3)cc2)nn1	0.5	102	-11	3	-4	102	16	-10	-3	7	0
